Source: PubChem (The Scripps Research Institute Molecular Screening Center)
CHO-K1 Ca ag: counter-screen for M1 agonists: effect in parental CHO-K1 cells. Fluo-8 calcium fluorescence; scaled to maximal ATP response, vehicle zero. activation, % at 3 µM. 360,000 compounds, 0.48% hits; in the data active = activation above about 15%;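 also: untransfected CHO-K1 host cells lacking M1 receptor as counterscreen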
M4 antag: blocks acetylcholine activation of human M4 receptor; inhibition, % at 3 µM; P08173; 360,000 compounds, 0.73% hits; CHO-hM4 cells, ACh EC80, Fluo-8 calcium fluorescence; AID 624125;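 active = inhibition above its plate's cutoff, the mean inhibition of sample wells plus 3 SD, cut at about 27% in these data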;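 also: 0% = acetylcholine EC80 with DMSO and 100% = DMSO without agonist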
CHO parental Ca: signal in parental CHO cells, OX1R antagonist counter-screen; parental CHO-K1, ATP-induced calcium, Fluo-8 fluorescence; inhibition, % at 5.6 µM; 330,000 compounds, 0.63% hits;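 active = inhibition above that plate's mean sample inhibition plus 3 SD, cut at about 26% in these data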;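 also: 0% = ATP-challenged DMSO wells and 100% = DMSO wells without ATP; some compounds past the cut are filed as inactive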
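Material: parental CHO cells / Compound: single nominal dose of 5.6 µM per compound / Signal: Fluo-8 fluorescence / Replicates: singlicate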
CHRM4 agonist: CHRM4 agonism in calcium assay; P08173; CHO-K1 hM4/Gqi5, Fluo-8 calcium fluorescence; vehicle 0%, full acetylcholine response 100%; activation, % at 3 µM; 360,000 compounds, 0.14% hits;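 active = activation above the run mean over all test wells plus 3 SD, cut at about 32% in these data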;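 also: peak over basal fluorescence ratio per well then scaled between controls; 0% = DMSO wells and 100% = acetylcholine at EC100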
CHO-K1 Ca antag: M1 antagonist counterscreen hit in parental CHO-K1 cells | ATP-induced calcium, Fluo-8 fluorescence | inhibition, % at 3 µM | AID 602250 | 360,000 compounds, 0.6% hits;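 active = inhibition above a per-plate cutoff, the plate's mean sample inhibition plus 3 SD, cut at about 24% in these data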;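 also: 0% = DMSO plus EC80 ATP and 100% = DMSO alone without ATP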
M1 ag: human M1 muscarinic receptor agonism; AID 588814; P11229; CHO-K1 hM1, Fluo-8 calcium fluorescence, agonist mode; 0% DMSO, 100% acetylcholine EC100; 360,000 compounds, 0.33% hits; activation, % at 3 µM;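 active = activation above the run's mean compound activation plus 3 SD, cut at about 16% in these data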;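 also: peak over basal fluorescence ratio within a 140 s kinetic read after compound addition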
Target sequence (P11229 whole entry, looked up): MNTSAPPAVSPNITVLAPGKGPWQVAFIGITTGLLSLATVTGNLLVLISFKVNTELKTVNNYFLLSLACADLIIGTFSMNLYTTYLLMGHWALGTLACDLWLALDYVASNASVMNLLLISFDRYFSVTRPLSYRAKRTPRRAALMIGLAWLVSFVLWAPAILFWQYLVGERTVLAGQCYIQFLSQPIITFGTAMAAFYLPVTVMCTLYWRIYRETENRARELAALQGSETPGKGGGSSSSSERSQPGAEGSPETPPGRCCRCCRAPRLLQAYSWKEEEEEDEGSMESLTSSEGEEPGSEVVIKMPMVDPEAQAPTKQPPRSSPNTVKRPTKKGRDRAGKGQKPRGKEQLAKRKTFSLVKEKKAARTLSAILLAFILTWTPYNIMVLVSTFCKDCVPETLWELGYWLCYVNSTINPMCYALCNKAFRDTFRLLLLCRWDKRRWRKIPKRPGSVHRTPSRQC
OXTR potentiator: potentiates the human oxytocin receptor response. CHO-OTR cells, Fluo-8 calcium fluorescence, potentiator mode; 0% = oxytocin EC15, 100% = EC100. activation, % at 3 µM. 320,000 compounds, 0.061% hits. AID 2445;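 active = activation above that plate's cutoff, the mean activation of tested compounds plus 3 SD, cut at about 6.6% in these data, passing the limit was not always enough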;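 also: 100% uses oxytocin at 75 nM as the full agonist control; some results filed as inactive read as strong as hits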
Target sequence (P30559 whole entry, looked up): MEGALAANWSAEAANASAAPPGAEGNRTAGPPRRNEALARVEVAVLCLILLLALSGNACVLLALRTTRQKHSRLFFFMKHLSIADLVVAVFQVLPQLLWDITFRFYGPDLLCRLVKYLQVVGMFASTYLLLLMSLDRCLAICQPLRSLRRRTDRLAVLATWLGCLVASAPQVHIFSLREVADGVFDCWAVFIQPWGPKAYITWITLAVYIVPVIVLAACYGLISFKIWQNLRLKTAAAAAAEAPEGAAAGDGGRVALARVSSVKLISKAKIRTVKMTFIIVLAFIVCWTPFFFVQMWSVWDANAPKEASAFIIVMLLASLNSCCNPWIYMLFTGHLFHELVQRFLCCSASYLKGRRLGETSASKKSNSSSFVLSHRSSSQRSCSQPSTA
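Measured by – Fluo-8 calcium dye fluorescence · Test system – human OTR in CHO cells · Dosing – one concentration, 3.0 µM compound · Controls – EC15 oxytocin alone as 0%, 75 nM oxytocin as 100% · Evaluation – normalized max/min fluorescence ratio, % activation · Timing – 6 min pre-incubation, 100 s read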
M1 antag: blocks human M1 muscarinic receptor; P11229; CHO-K1 hM1, Fluo-8 calcium fluorescence, ACh EC80 antagonist; inhibition, % at 3 µM; 360,000 compounds, 1.3% hits;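 active = percent inhibition above its own plate's cutoff, namely the mean of that plate's compound wells plus 3 SD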;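 also: peak over basal fluorescence ratio during 140 s after agonist addition; 0% = ACh EC80 plus DMSO and 100% = DMSO alone without agonist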
CHRM1 PAM: human CHRM1 positive allosteric modulation; 360,000 compounds, 0.088% hits; CHO-K1 hM1, Fluo-8 calcium fluorescence, ACh EC20; 0% = ACh EC20, 100% = maximal ACh; activation, % at 3 µM; in the data active = activation above about 19%, passing the limit was not always enough
* marks the source's active call; other numbers are inactive results; x = not tested or not shown. Hits appear at their usual frequency; overall some 2.9% were active at least once.

SMILES	CHO-K1 Ca ag	M4 antag	CHO parental Ca	CHRM4 agonist	CHO-K1 Ca antag	M1 ag	OXTR potentiator	M1 antag	CHRM1 PAM
CC1(c2nnc(-c3cccc(Cl)c3)o2)CC(c2ccccc2Br)=NO1 (stereo not given)	1.1	-5.8	-29.1	3.9	-28.2	-3.3	-10.1	-9.8	-1.1
Cc1nc(SCC(=O)NCCc2ccccc2)n[nH]1	0.1	3.4	-11.9	0.9	-3.9	-2.3	-9.2	-8.4	-4.9
COC(=O)c1ccncc1C(=O)Nc1ccc(OC)cc1	3.9	-1.5	-5.4	0.3	-2.9	-4.1	-6.6	-15.2	12.3
CCOC(=O)C1=C(N)Oc2cc(C)n(C)c(=O)c2C1c1ccncc1 (stereo not given)	0.1	-1.6	2.2	1.6	-0.4	-2.5	-6.7	2.1	1.8
Cc1sc2ncnc(NC(C)C(=O)O)c2c1C (stereo not given)	-0.2	-9.5	1.5	0.5	-4.0	-8.9	-14.8	-3.3	5.9
Cc1c(OCc2ccccc2)cccc1OCc1ccccc1	0.0	0.9	-19.5	1.6	-4.7	0.2	3.4	-3.5	4.2
Cc1ccc(-n2c(=O)c3cc4c(=O)n(-c5ccc(C)c(C)c5)c(=O)c4c(C(=O)c4ccc(C(=O)O)cc4)c3c2=O)cc1C	0.1	-6.1	0.5	-0.7	-8.1	-1.8	-2.3	17.7	-6.2
CCN(CC)c1ccc(NC(=O)/C=C/c2cc(Br)ccc2OC)cc1	0.3	1.8	-9.8	-2.4	-13.8	-3.5	-7.3	-3.7	5.6
Cn1c(SCC(=O)N/N=C/C=C\c2ccco2)nc2ccccc21	0.7	4.2	-13.7	1.5	4.7	-5.1	-12.5	-5.4	-2.9
CCN(CC)CCN(C(=O)c1ccc([N+](=O)[O-])cc1)c1nc2c(OC)cccc2s1	-0.2	-12.7	-9.5	1.8	-11.2	-5.0	-4.1	-5.0	2.3
O=C(Cn1nc(Cl)nc1Cl)Nc1ccccc1	4.2	6.5	1.6	0.7	8.6	-1.3	-9.0	-22.6	8.0
CN1NC(c2ccccc2)NN(C)C1=O	0.6	0.9	x	2.6	-6.9	6.7	x	9.9	14.3
Cc1ccc([C@H]2N[C@]3(CCCN(Cc4ccco4)C3=O)[C@H]3C(=O)N(C)C(=O)[C@@H]23)cc1	0.7	-8.6	x	0.5	-12.0	-3.0	x	-15.9	6.1
CCN(CC)c1ccc(C(=O)NNC(=O)CN2C(=O)NC(C)(c3ccccc3)C2=O)cc1 (stereo not given)	1.9	-0.1	-17.8	1.0	-11.5	-1.4	-1.7	-4.0	3.5
COC(=O)c1ccc2nc(NC(=O)CN3C(=O)CCC3=O)sc2c1	0.6	-3.4	8.2	0.1	-14.3	-2.5	-8.3	-27.7	3.6
O=C(C1CCOCC1)N1CCCC(N2CCN(c3ccc(F)cc3)CC2)C1 (stereo not given)	0.3	-7.7	-13.8	0.3	-5.2	-5.3	-7.6	-0.8	4.5
COc1cccc(N(CC(=O)NC2CCCC2)C(=O)CCC(=O)Nc2cc(C)on2)c1	0.0	0.8	-5.5	1.3	1.4	-4.5	-0.5	-2.2	-1.1
O=C(NC1CCCC1)c1cc(-c2cccc(Cl)c2)on1	0.6	-18.3	-6.0	0.1	-3.4	-4.2	-6.9	-9.7	-5.7
O=C(NCc1cccs1)c1ccc([N+](=O)[O-])cc1Cl	0.3	-3.2	2.5	0.6	-4.0	-9.1	-6.7	-1.7	3.8
CCCNC(=O)CSc1ccc(S(=O)(=O)N2CCCCC2)cn1	1.3	6.8	x	0.1	-11.7	-4.0	x	4.0	6.1
CC(C)N(Cc1ccccc1)C(=O)CN1C(=O)COc2ccc(S(=O)(=O)N3CCCCCC3)cc21	16.1*	-2.4	-44.2	12.0	-30.0	5.9	-18.9	9.1	-2.2
O=C(O)CSC1=NC(=Nc2cccc(Cl)c2)C2(CCCCC2)N1c1ccccc1	0.4	-1.1	-12.8	0.4	0.8	-4.1	-2.5	-0.8	5.6
COc1ccc(-c2cc3nc(NCc4ccc(NC(C)=O)cc4)n(C)c(=O)c3s2)cc1OC	-0.3	-1.1	x	0.2	-2.5	-1.0	x	-12.2	5.5
CCCn1nc(NS(=O)(=O)c2ccc(F)cc2)c2cc3ccccc3nc21	0.2	-13.9	-8.9	1.4	-10.8	-2.1	0.1	-17.0	11.1
Cc1ccc(N(C(=O)c2nsc(Cl)c2Cl)C(C(=O)NC2CCCC2)c2ccc(O)cc2)cc1C (stereo not given)	0.6	3.6	-38.3	-1.6	-3.7	-10.1	-9.3	9.3	-7.2
Cc1cc2ccccn2c1C(=O)c1ccc([N+](=O)[O-])cc1[N+](=O)[O-]	-0.6	-3.3	-8.1	1.2	15.4	-4.1	3.9	-3.2	-0.6
Cc1cc(C)c(OCC(=O)Nc2nc(-c3ccccn3)cs2)c(C)c1	0.3	-8.8	-20.9	0.2	-14.6	-2.2	-7.7	-2.1	2.3
Cc1cc(NC(=O)CSCC(=O)Nc2cc(C(F)(F)F)ccc2N2CCOCC2)no1	0.0	-3.8	-6.0	0.7	-11.8	-1.6	-3.5	0.0	7.2
O=C(CN1C(=O)NC2(CCc3ccccc3C2)C1=O)Nc1ccc(F)cc1 (stereo not given)	5.6	9.2	-7.3	0.8	13.5	-6.7	-1.8	9.2	-5.6
COc1cc(OC)cc(-c2c(-c3cccs3)c3cc(-c4ccc(OC)c(F)c4)ccc3n2C)c1	1.6	4.6	-14.3	0.2	-11.0	-0.1	2.1	6.7	-3.2
Cc1c(C)n2c(SCC(=O)N3CCN(c4ccccc4)CC3)nnc2[nH]c1=O	0.7	0.5	-11.5	-0.1	-0.8	-1.5	-0.2	-2.2	3.0
CCCCc1ccc(S(=O)(=O)Nc2ccc(C)c(NS(C)(=O)=O)c2)cc1	5.1	6.1	-37.0	8.8	5.5	4.5	-11.9	-2.5	11.5
COc1ccccc1N1CCN(C(C)C(=O)Nc2ccc(S(=O)(=O)N3CCOCC3)cc2)CC1 (stereo not given)	4.0	-4.4	-3.8	7.1	-11.8	-6.3	-6.3	-12.1	8.7
Cn1c(SCC(=O)Nc2ccc3[nH]c(=O)[nH]c3c2)nnc1-c1ccc(F)cc1	0.0	-12.2	-0.5	-0.2	-7.8	-4.0	1.5	-12.1	2.0
COc1ccc(NC(=O)C(=O)c2cn(CC(=O)N3CCCC3)c3ccccc23)c(OC)c1	0.8	-19.8	-10.4	1.0	7.3	1.4	1.4	-7.7	13.8
O=C(CC12CC3CC(CC(C3)C1)C2)NCC(=O)N1CCc2ccccc2C1	0.5	5.5	-3.1	1.0	-1.7	-0.6	-3.6	-3.8	-9.7
Cc1nc2nc(SCC(=O)N3CCOCC3)nn2c(C)c1Cc1c(F)cccc1Cl	0.8	0.1	-17.5	2.1	3.5	-3.3	-8.8	0.3	1.5
O=C(Nc1cccc(Cl)c1)Nc1ccc(Cl)cn1	0.3	7.5	-12.2	0.7	-8.8	-2.1	-4.3	-5.8	7.7
CCC(C)NC(=O)CC1Oc2ccc(C)cc2NC1=O (stereo not given)	-0.3	3.9	-11.0	-0.1	-2.4	-3.5	-3.3	-14.6	5.5
CN1CCN(C(=O)c2cnn(-c3ccccc3)c2NC(=O)c2ccc([N+](=O)[O-])cc2)CC1	0.8	0.8	-7.4	2.0	-3.3	-7.7	-3.3	-6.2	13.8

Retrieved one by one from the list above (four):
SMILES	CHO-K1 Ca ag	M4 antag	CHO parental Ca	CHRM4 agonist	CHO-K1 Ca antag	M1 ag	OXTR potentiator	M1 antag	CHRM1 PAM
Cc1nc2nc(SCC(=O)N3CCOCC3)nn2c(C)c1Cc1c(F)cccc1Cl	0.8	0.1	-17.5	2.1	3.5	-3.3	-8.8	0.3	1.5
CN1CCN(C(=O)c2cnn(-c3ccccc3)c2NC(=O)c2ccc([N+](=O)[O-])cc2)CC1	0.8	0.8	-7.4	2.0	-3.3	-7.7	-3.3	-6.2	13.8
Cn1c(SCC(=O)Nc2ccc3[nH]c(=O)[nH]c3c2)nnc1-c1ccc(F)cc1	0.0	-12.2	-0.5	-0.2	-7.8	-4.0	1.5	-12.1	2.0
O=C(CC12CC3CC(CC(C3)C1)C2)NCC(=O)N1CCc2ccccc2C1	0.5	5.5	-3.1	1.0	-1.7	-0.6	-3.6	-3.8	-9.7

(cont.)
SMILES	CHO-K1 Ca ag	M4 antag	CHO parental Ca	CHRM4 agonist	CHO-K1 Ca antag	M1 ag	OXTR potentiator	M1 antag	CHRM1 PAM
CC(=O)Nc1cccc(OCCCNC(=O)C2CCC2)c1	1.7	-8.5	-9.0	0.5	-2.3	-0.3	-4.5	-10.9	7.5
C=CCn1c(SCC(=O)c2ccc(O)c(O)c2)nnc1-c1ccc(OC)cc1	-0.7	-5.8	-18.7	0.1	5.1	5.2	-1.6	4.3	19.3
CCCCOc1ccccc1Cn1c(=O)oc2ccccc21	0.3	0.6	-4.7	-1.8	-6.9	-3.6	-6.6	12.5	-5.4
O=C(NN=C1CCC(=NNC(=O)c2cccnc2)CC1)c1cccnc1	0.6	-4.9	-1.6	1.9	-5.2	-0.5	-4.8	-9.3	6.2
Cn1c(=O)c2c(nc(Oc3ccc4c(c3)OCO4)n2Cc2ccc(Cl)cc2)n(C)c1=O	-0.2	7.3	-11.8	0.8	-0.5	0.3	-0.6	2.0	-0.1
COc1ccc(-c2nnc(SCC(=O)c3ccc[nH]3)n2-c2ccccc2)cc1	0.8	-12.5	-12.0	3.5	-5.0	-0.6	-4.8	-7.1	3.1
O=c1c(O)c(-c2cccs2)oc2ccc(Cl)cc12	76.6*	32.2*	70.5*	344.0*	21.0	143.7*	-13.4	61.7*	-35.5
CC1CCN(c2ccc([N+](=O)[O-])cc2C(=O)O)CC1	0.1	1.9	-8.1	0.5	-10.2	-6.4	-5.6	-9.0	7.9
CCC(c1nnnn1C1CCCC1)N1CCN(c2ccccc2F)CC1 (stereo not given)	0.7	-4.7	-18.4	0.3	-5.2	-2.9	-12.5	-27.5	8.5
C=C(C)C1CCC(C)=C1COC(=O)Nc1ccccc1 (stereo not given)	0.9	5.6	-27.1	-3.7	-11.6	-4.1	-5.4	-4.1	0.0
COc1ccccc1CNC(=O)/C=C/C(=O)O	4.6	-8.7	3.3	13.1	-5.4	-3.1	-5.7	8.8	-2.6
Cc1cccc(C(C(=O)NCc2ccc(F)cc2)N(C(=O)c2csnn2)C2CC2)c1 (stereo not given)	5.1	5.7	-27.1	10.6	-2.9	-3.8	0.1	14.0	-7.3
COc1ccc(COC[B-](F)(F)F)cc1	0.1	-4.7	x	1.1	-1.2	-5.5	x	-16.4	10.2
CCOC(=O)c1[nH]nc(-c2c(O)cc(C)cc2O)c1-c1csc(C)n1	0.0	4.2	-7.6	-0.2	0.0	-1.4	1.4	2.8	2.7
O=C(Nc1ccc(OCCO)cc1)c1csc([C@@H]2O[C@H](CO)[C@H](O)[C@H](O)[C@H]2O)n1	2.3	-7.2	x	0.2	11.1	-2.5	x	-20.7	9.0
CCOC(=O)C1CCCN(C(=O)c2cc(OC)ccc2Br)CC1 (stereo not given)	1.0	-3.4	x	2.0	-4.3	-1.9	x	-10.8	2.7
